Compound activity: PubChem, Sanford-Burnham Center for Chemical Genomics
tim10-1 inh = growth inhibitors of tim10-1 mutant yeast, primary screen, luminescence, uHTS. S. cerevisiae tim10-1 ts strain growth, BacTiter-Glo, 24 h. inhibition, % at 20 µM. 330,000 compounds, 2.2% hits;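 active = inhibition of at least 40%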;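 also: mutant grown at 25 °C; 0% = DMSO wells with yeast and 100% = wells holding no yeast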
tim23-1 inh = growth inhibitors of tim23-1 mutant yeast, primary screen, luminescence, uHTS | 330,000 compounds, 1.3% hits | S. cerevisiae tim23-1 growth, BacTiter-Glo luminescence, 24 h | AID 463212, 2010 | inhibition, % at 20 µM;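 active = growth inhibition of the mutant yeast at or above 50%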;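 also: temperature-sensitive mutant grown at 25 °C; plate controls were DMSO-treated mutant yeast for no effect and medium wells lacking yeast for full effect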
NLRP3 yeast inh = NALP3 inflammasome inhibitors in reconstituted yeast, primary screen, luminescence, uHTS. Yeast reconstituted NLRP3/ASC/caspase-1, beta-gal luminescence, 24 h. inhibition, % at 10 µM. 330,000 compounds, 0.39% hits;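 active = inhibition of 50% or more; inactive = inhibition below 50%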;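 also: plate controls were induced DMSO wells for no effect and uninduced yeast grown without galactose for full effect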
CHOP UPR activ = activators of apoptotic CHOP UPR arm, primary screen, cell-based, CHO-CHOP luciferase reporter, luminescence, uHTS | activation, % at 10 µM | UPR activation; percent of tunicamycin response over DMSO baseline | 330,000 compounds, 0.34% hits;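 active = at 10 µM dose, activation of 40% or more, normalized to positive control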;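 also: 100% = tunicamycin at 10 µg/mL and 0% = DMSO alone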
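assay system = CHO CHOP reporter cells | amount = 500 CHO-CHOP cells per well | buffer or medium = F12 with 10% FBS | incubation = 16-18 h cell attachment, then 6 h compound exposure, 37 °C | detection = luminescence read with Steady-Glo | read-out = percent activation relative to tunicamycin control | controls = tunicamycin high control, DMSO low control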
UPR XBP1 act = activators of adaptive XBP1 UPR arm, primary screen, cell-based, CHO-XBP1 luciferase reporter, luminescence, uHTS. 330,000 compounds, 0.33% hits. activation, % at 20 µM. IRE1-XBP1 UPR activation; percent of tunicamycin response, DMSO as zero;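 active = versus positive control, 20 µM dose yields 30% or more activation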;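 also: 100% = tunicamycin at 10 µg/mL and 0% = DMSO only wells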
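Test system: CHO-XBP1 luciferase reporter cells | Buffer or medium: Serum-containing F12 medium, 10% FBS | Schedule: 6 h compound exposure at 37 °C, 5% CO2 | Detection: Steady-Glo luciferase glow luminescence, 10 min after reagent addition | Read-out basis: Activation, % of tunicamycin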
APJ ag = agonists of human apelin receptor APJ, primary screen, CHO-K1 cells, PathHunter beta-arrestin, luminescence; AID 2520, 2010; 0% DMSO wells, 100% apelin; 330,000 compounds, 0.11% hits; activation, % at 20 µM; P35414;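 active = activation more than six SD over the plate average, tested at 20 µM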;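 also: 0% = DMSO alone and 100% = apelin-13 at 10 nM; some results filed as inactive read as strong as hits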
Target sequence (P35414 whole entry, looked up): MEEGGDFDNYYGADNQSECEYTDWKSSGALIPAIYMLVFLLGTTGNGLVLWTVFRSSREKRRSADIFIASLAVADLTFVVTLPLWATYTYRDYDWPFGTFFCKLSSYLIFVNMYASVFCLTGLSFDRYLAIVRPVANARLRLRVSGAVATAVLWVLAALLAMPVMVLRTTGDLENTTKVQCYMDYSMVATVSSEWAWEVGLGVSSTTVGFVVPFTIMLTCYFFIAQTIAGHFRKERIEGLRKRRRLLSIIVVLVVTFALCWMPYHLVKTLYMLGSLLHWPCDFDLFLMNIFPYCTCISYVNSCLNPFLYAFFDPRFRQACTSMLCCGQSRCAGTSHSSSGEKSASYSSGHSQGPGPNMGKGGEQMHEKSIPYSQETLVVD
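Material: CHO-K1 APJ beta-arrestin complementation cell line; Input: cell density 1000 per well; Incubation: compound stimulation 90 min at 25 °C, detection 60 min; Signal: luminescence from split beta-galactosidase complementation, Galacton Star/Emerald II substrate; Controls: DMSO-only wells as negative, 10 nM Apelin-13 as positive control.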
Mdm2 MdmX PPI = inhibitors of human Mdm2-MdmX association, primary screen, cell-based, luminescence, split luciferase, SaOS-2, uHTS. Protein Mdm4 (Homo sapiens) + E3 ubiquitin-protein ligase Mdm2 (Homo sapiens), …. SaOS-2 split-luciferase Mdm2/MdmX complementation. inhibition, % at 8 µM. 330,000 compounds, 3% hits;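 active = inhibition of at least 50% at 8 µM in the primary screen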
NR3A LBD binder = binders of NR3A ligand-binding domain, primary screen, biophysical, differential scanning fluorimetry, uHTS; AID 1259313, 2017; 340,000 compounds, 2.5% hits; Tm shift relative to glycine control, % at 25 µM; NR3A LBD differential scanning fluorimetry, Tm shift; 0% = protein alone, 100% = glycine-bound protein; Glutamate receptor ionotropic, NMDA 3A (GRIN3A) ligand-binding domain;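 active = melting temperature shift of at least 10% of the positive control shift, at one fixed dose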
TIM10 inh = growth inhibitors of isogenic TIM10 control yeast, primary screen, counter-screen for tim10-1 yeast inhibitor project, luminescence, uHTS; AID 463195, 2010; S. cerevisiae TIM10 strain growth, BacTiter-Glo luminescence, 24 h; 330,000 compounds, 1.4% hits; inhibition, % at 10 µM;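 active = inhibition of 40% or more at the single tested concentration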;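 also: wild-type TIM10 isogenic control strain grown at permissive 25 °C; 0% = DMSO yeast wells and 100% = minimal medium wells without yeast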
Active calls of the source: *; . = no result given.

1	COc1ccc(C(=O)OCC(=O)c2ccc(Br)s2)c(OC)c1
2	NNC(=O)c1cccnc1Oc1ccccc1
3	Cc1ccc(C(=O)CSc2nnc(-c3ccco3)n2C)cc1
4	CC(=O)NS(=O)(=O)c1ccc(NC(=O)c2cccc3ccccc23)cc1
5	O=C(NCc1ccco1)C1CCCCC1
6	C=CCNC(=O)c1onc(CS(=O)(=O)c2cc(C)cc(C)c2)c1C(=O)NCC=C
7	COc1cc2c(cc1OC)/C(=C/C(=O)c1ccc(OC)c([N+](=O)[O-])c1)NCC2
8	C=CCSc1nc2c(c(=O)[nH]c(=O)n2C)n1C(C)C

assay / entry,1,2,3,4,5,6,7,8
tim10-1 inh,-16,3,3,-13,2,0,21,10
tim23-1 inh,13,8,9,-9,3,21,17,-4
NLRP3 yeast inh,25,6,0,3,14,29,20,19
CHOP UPR activ,1.2,-0.2,3.8,-0.7,0.2,-0.6,0.2,-0.5
UPR XBP1 act,3,-3,-2,1,0,-4,18,6
APJ ag,3,-1,-2,0,-2,1,5,-5
Mdm2 MdmX PPI,18,22,-8,2,-15,0,32,8
NR3A LBD binder,1,0,-3,0,1,1,-7,0
TIM10 inh,-2,9,2,-5,7,-1,15,5

9	O=C(Nc1ccc2c(c1)CCC2)c1ccccc1Br
10	Cc1cccc(C)c1NC(=O)C1c2cccc[n+]2CC(=O)N1Cc1ccc2c(c1)OCO2 (stereo not drawn)
11	CN(C)c1ccc(C(=O)C(O)c2ccccc2)cc1 (stereo not drawn)
12	CC(=O)Nc1ccc(NS(=O)(=O)c2ccc(CN3C(=O)c4cccnc4C3=O)cc2)cc1
13	COC(=O)c1cc(/C=C/c2ccccc2)on1
14	CN(c1ccc(OCC(=O)NCCc2ccccc2)cc1)S(=O)(=O)c1ccc(Cl)cc1
15	Cc1cc(C)n2nc(C(=O)OCC(=O)N(Cc3ccccc3)C(C)C)nc2n1
16	O=C(O)CCN1C(=O)CC2(CCCCC2)C1=O

assay / entry,9,10,11,12,13,14,15,16
tim10-1 inh,7,23,39,2,14,19,-4,-9
tim23-1 inh,21,7,15,7,14,12,5,4
NLRP3 yeast inh,7,7,-67,2,0,23,6,17
CHOP UPR activ,1.9,0.3,-0.6,0.3,-0.2,0.5,0.5,-0.5
UPR XBP1 act,1,3,3,-1,-1,-1,1,-1
APJ ag,-3,-1,0,0,-6,-5,-5,-1
Mdm2 MdmX PPI,-188,12,-12,21,-3,15,24,-7
NR3A LBD binder,-1,2,0,2,1,-3,2,0
TIM10 inh,0,6,-6,11,8,4,4,-6

17	C[C@@H]1CN([C@H](C)CO)C(=O)Cc2cc(NC(=O)CCC(F)(F)F)ccc2O[C@@H]1CN(C)C(=O)NC1CCCCC1
18	N#C/C(=C\c1c(N2CCC(C(N)=O)CC2)nc2ccccn2c1=O)C(=O)NCc1ccco1
19	Cc1ccc(OCCCC(=O)Nc2nc3ccccc3[nH]2)cc1
20	CCNC(=S)N1CCN(Cc2ccccc2)CC1
21	NC(=O)CSc1nc(C23CC4CC(CC(C4)C2)C3)nc2ccccc12
22	CN(C)CCN(C(=O)c1ccc(S(=O)(=O)N2CCCC2)cc1)c1nc2ccc(Br)cc2s1
23	COC(=O)C1=C(C)N(Cc2ccccc2)C(=NCCc2cccnc2)N[C@H]1c1ccccc1
24	O=C(CCN1C(=O)c2ccccc2S1(=O)=O)Nc1ccccc1O

assay / entry,17,18,19,20,21,22,23,24
tim10-1 inh,-9,9,-12,14,1,16,-5,21
tim23-1 inh,6,4,-20,8,36,16,-4,14
NLRP3 yeast inh,-2,16,6,14,16,12,11,21
CHOP UPR activ,-0.7,0.6,2.3,-3.1,1.4,3.7,0.9,-0.3
UPR XBP1 act,-2,-1,0,1,-3,2,-1,-2
APJ ag,-3,-2,1,-2,-3,-2,-2,0
Mdm2 MdmX PPI,14,-4,-1,9,60*,14,44,5
NR3A LBD binder,-2,-4,1,0,-2,0,-1,0
TIM10 inh,4,5,9,-8,32,15,3,-8

Records listed so far shown as hits in Mdm2 MdmX PPI:
no.	structure	NLRP3 yeast inh	UPR XBP1 act	APJ ag	Mdm2 MdmX PPI	NR3A LBD binder
21	NC(=O)CSc1nc(C23CC4CC(CC(C4)C2)C3)nc2ccccc12	16	-3	-3	60*	-2

Additional entries follow.
25	CCc1cc(=O)oc2cc(OCC(=O)O)c(Cl)cc12
26	CCCCN(C(=O)CCC(=O)Nc1cc(C)on1)C(C(=O)NC(C)(C)C)c1cccc(OC)c1OC (stereo not drawn)
27	COc1cc(CO)cc(Br)c1OCc1cccnc1
28	O=C(c1cccc(Cl)c1)N1CCN(Cc2ccccc2)CC1
29	COc1ccc(/C=N/n2cnnc2)cc1Oc1nc(Cl)ncc1F
30	O=C(O)CSCC(=O)NCc1cccc(C(F)(F)F)c1
31	Cc1cc(C(=O)N/N=C/C=C/c2ccc(Br)cc2)n[nH]1
32	O=S(=O)(NCC1CCN(Cc2ccccc2)CC1)c1ccccc1C(F)(F)F

assay / entry,25,26,27,28,29,30,31,32
tim10-1 inh,5,12,14,-7,8,10,5,-31
tim23-1 inh,7,3,-5,-6,-11,5,15,-3
NLRP3 yeast inh,4,-2,-8,-2,-1,5,0,21
CHOP UPR activ,0.9,-0.4,1.8,-1.0,-2.3,-2.2,3.1,2.0
UPR XBP1 act,0,-1,-4,-6,-1,-2,-5,-2
APJ ag,0,-4,0,-2,-1,-2,1,0
Mdm2 MdmX PPI,3,24,-6,0,16,15,-3,6
NR3A LBD binder,0,2,-2,-1,2,-1,-21,-2
TIM10 inh,6,12,6,1,16,-13,13,-30

33	CCC(C)N1C(=O)N(c2cccc(Cl)c2)C(C)(O)CC1(C)C (stereo not drawn)
34	On1nnc2ccc(C(F)(F)F)cc21
35	Cc1cc(NC(=O)CCC(=O)N(Cc2ccco2)C(C(=O)NC2CCCC2)c2ccccc2F)no1 (stereo not drawn)
36	O=C(NCCCN1CCOCC1)c1ccc(CS(=O)(=O)c2ccc(Br)cc2)o1
37	COc1cc(OC)cc(C(=O)N[C@H](C(=O)NC2CCCc3ccccc32)C(C)C)c1 (stereo partly drawn)
38	COc1cc(CCC(=O)NNC(=O)c2ccc(Cl)cc2)cc(OC)c1OC
39	c1ccc(Nc2nc(-c3ccccn3)cs2)cc1
40	Cc1ccc(C(=O)c2oc3ccccc3c2N)cc1

assay / entry,33,34,35,36,37,38,39,40
tim10-1 inh,35,4,5,-7,3,11,46*,33
tim23-1 inh,33,0,8,4,-8,14,33,8
NLRP3 yeast inh,19,15,11,2,12,4,35,22
CHOP UPR activ,0.7,-2.8,2.3,-0.5,-2.1,-2.1,4.1,4.3
UPR XBP1 act,2,2,1,-1,-4,1,1,6
APJ ag,-4,0,-3,-2,-4,-2,-4,1
Mdm2 MdmX PPI,5,-9,24,-9,39,-20,-159,-93
NR3A LBD binder,0,-9,1,0,-1,2,4,-8
TIM10 inh,22,7,9,4,2,-1,34,47*

41	CCCc1nc2oc3cc(OC)ccc3c(=O)c2c(=O)n1Cc1ccco1
42	CCN(CC)CCNC(=O)CCCCn1c(=S)[nH]c2c([nH]c3ccc(OC)cc32)c1=O
43	O=C(CN1CCN(C(=O)c2ccco2)CC1)Nc1ccc(Cl)c(C(F)(F)F)c1
44	CCCCn1nc(C(=O)N(CCOC)c2c(N)n(CCCC)c(=O)[nH]c2=O)c2ccccc2c1=O
45	O=Cc1cccc(OC(=O)c2ccc(Cl)cc2Cl)c1
46	COCCNC(=O)c1ccc(S(=O)(=O)N2CCCc3ccccc32)cc1
47	COc1ccc(C(C(=O)NC2CCCCC2)N(CC2CCCO2)C(=O)CCCC(=O)Nc2ccccn2)cc1 (stereo not drawn)

assay / entry,41,42,43,44,45,46,47
tim10-1 inh,22,22,12,-1,42*,-6,7
tim23-1 inh,0,14,11,-4,44,5,10
NLRP3 yeast inh,-1,-1,-20,6,22,18,-2
CHOP UPR activ,-0.7,0.9,-1.0,0.0,5.0,1.7,0.6
UPR XBP1 act,2,-2,-5,1,0,-2,0
APJ ag,-2,1,-3,-2,-1,-1,-3
Mdm2 MdmX PPI,-3,-3,17,-34,6,13,15
NR3A LBD binder,3,-1,-3,4,.,1,6
TIM10 inh,-17,3,1,4,45*,3,4

Among those listed so far, these contain an aryl thioether with sulfur outside any ring:
3	Cc1ccc(C(=O)CSc2nnc(-c3ccco3)n2C)cc1
8	C=CCSc1nc2c(c(=O)[nH]c(=O)n2C)n1C(C)C
21	NC(=O)CSc1nc(C23CC4CC(CC(C4)C2)C3)nc2ccccc12

assay / entry,3,8,21
tim10-1 inh,3,10,1
tim23-1 inh,9,-4,36
NLRP3 yeast inh,0,19,16
CHOP UPR activ,3.8,-0.5,1.4
UPR XBP1 act,-2,6,-3
APJ ag,-2,-5,-3
Mdm2 MdmX PPI,-8,8,60*
NR3A LBD binder,-3,0,-2
TIM10 inh,2,5,32

Record cards, as listed above.
COCCNC(=O)c1ccc(S(=O)(=O)N2CCCc3ccccc32)cc1 is entered as tim10-1 inh: -6; tim23-1 inh: 5; NLRP3 yeast inh: 18; CHOP UPR activ: 1.7; UPR XBP1 act: -2; APJ ag: -1; Mdm2 MdmX PPI: 13; NR3A LBD binder: 1; TIM10 inh: 3
CCCCn1nc(C(=O)N(CCOC)c2c(N)n(CCCC)c(=O)[nH]c2=O)c2ccccc2c1=O is entered as tim10-1 inh: -1; tim23-1 inh: -4; NLRP3 yeast inh: 6; CHOP UPR activ: 0.0; UPR XBP1 act: 1; APJ ag: -2; Mdm2 MdmX PPI: -34; NR3A LBD binder: 4; TIM10 inh: 4
